Screens from PubChem.
B2AR arrestin = beta2AR (human) beta-arrestin recruitment activity. beta-arrestin recruitment to beta2AR, cell-based reporter. 330,000 compounds, 0.02% hits. P07550. Potency, µM (highest dose often 46.1 µM), for inactives: at the top dose activation, actives largely listed as activators;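 also: potency is read from the fitted curve at half-maximal effect; 0% = DMSO controls and full agonism = EC100 isoproterenol or metaproterenol; nearly all actives have a fitted effect of over 65% in size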
Target sequence (P07550 whole entry, looked up): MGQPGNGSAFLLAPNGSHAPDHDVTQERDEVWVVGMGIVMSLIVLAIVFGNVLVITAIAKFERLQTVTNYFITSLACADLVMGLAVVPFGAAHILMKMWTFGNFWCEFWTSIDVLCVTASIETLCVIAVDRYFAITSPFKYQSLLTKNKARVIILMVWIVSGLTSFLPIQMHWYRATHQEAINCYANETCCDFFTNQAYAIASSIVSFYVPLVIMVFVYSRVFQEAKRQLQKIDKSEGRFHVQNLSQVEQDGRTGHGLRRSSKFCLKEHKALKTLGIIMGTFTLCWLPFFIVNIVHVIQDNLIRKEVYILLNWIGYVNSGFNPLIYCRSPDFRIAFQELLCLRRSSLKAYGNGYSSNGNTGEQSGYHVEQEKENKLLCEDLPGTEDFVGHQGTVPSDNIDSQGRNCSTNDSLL
BCR signal inh = inhibitors of chronic active B-cell receptor signaling | ABC-DLBCL IkBa-CBG/CBR reporter, luminescence ratio, 4 h | Potency, µM (highest dose often 46.1 µM), for inactives: at the top dose ratio change, negative = lower green/red ratio, usual class: inhibitors | 340,000 compounds, 0.05% hits; active = well fitted inhibition curve with a large enough effect in the signal ratio, with a control signal flat, not every such curve was filed as active; inconclusive = small, poorly fitted or top-dose-only effect, or effect the other way, or a change in a side signal; the % refers to the signal ratio;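 also: potency is read from the fitted curve at half-maximal effect; plate controls were basal doxycycline-induced cells for no effect and cells given 10 µM MG132 for full effect; MG132 reads +100%, hits lower the ratio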
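TMD8 ABC-DLBCL cells carrying doxycycline-inducible green luciferase fused to IkappaBalpha plus unfused red luciferase were exposed to compounds (up to 46 uM) for 4 hrs at 37C. Activity came from the overlap-corrected green/red luminescence ratio.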
USP2a block = blocks human ubiquitin-specific protease USP2a; O75604; USP2 core, Ub-CHOP2 coupled fluorogenic reporter, 485/531; Potency, µM (titrated, usually from 38.3 µM), inactives show at the top dose activity change, negative = inhibition, usual class: inhibitors; 330,000 compounds, 0.01% hits; AID 463254;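 also: potency is read from the fitted curve at half-maximal effect; plate controls were DMSO wells for no effect and full inhibition by NEM control for full effect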
Target sequence (O75604 whole entry, looked up): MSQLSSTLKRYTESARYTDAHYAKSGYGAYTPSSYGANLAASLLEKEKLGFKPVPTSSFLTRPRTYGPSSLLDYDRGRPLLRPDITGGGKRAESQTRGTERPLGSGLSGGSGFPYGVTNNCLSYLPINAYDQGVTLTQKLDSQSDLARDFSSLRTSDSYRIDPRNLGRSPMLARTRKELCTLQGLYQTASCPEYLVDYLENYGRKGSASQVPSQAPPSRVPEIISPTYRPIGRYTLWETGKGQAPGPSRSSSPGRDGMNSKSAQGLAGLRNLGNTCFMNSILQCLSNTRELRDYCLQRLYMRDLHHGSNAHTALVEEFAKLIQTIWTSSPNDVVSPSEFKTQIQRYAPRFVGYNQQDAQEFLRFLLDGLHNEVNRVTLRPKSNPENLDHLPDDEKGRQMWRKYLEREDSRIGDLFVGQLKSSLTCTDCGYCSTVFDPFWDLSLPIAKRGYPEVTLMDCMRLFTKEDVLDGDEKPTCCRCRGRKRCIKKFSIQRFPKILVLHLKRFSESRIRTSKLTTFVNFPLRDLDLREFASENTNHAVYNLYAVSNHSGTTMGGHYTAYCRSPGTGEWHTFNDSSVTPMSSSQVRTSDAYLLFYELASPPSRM
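Deubiquitinase activity read as fluorescence (485/531 nm) after Ub-CHOP2 cleavage activates the enterokinase reporter on its substrate; USP2 core 10nM, Ub-CHOP2 and substrate 25nM each, 30min compound preincubation then 60min RT; data normalized to NEM, curves fitted.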
uPA surface inh = inhibitors of cell surface uPA generation. Potency, µM (top dose mostly 38.3 µM), inactives show at the highest dose activity change, negative = inhibition, most hits filed as inhibitors. 330,000 compounds, 0.31% hits. AID 540303. cell surface uPA generation assay, qHTS; active = well fitted inhibition curve with a large enough effect; inconclusive = small, poorly fitted or top-dose-only effect; inactive = no such curve, though single readings can be large or run the other way; tested in mouse RAW 264.7 cells; also: potency is read from the fitted curve at half-maximal effect; % is scaled to controls: 0 for no effect and ±100 for the full control effect; nearly all actives have a fitted effect of over 55% in size
TCR act = activates T cell receptor signaling; primary human leukocytes, anti-CD3, IL-2 HTRF, 48 h; Potency, µM (top dose mostly 9.22 µM), without a hit: at the top dose activation of IL-2 secretion, usual class: activators; 330,000 tested, under 10 active; also: % of control where 0% means no effect
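Primary human leukocytes incubated 48 hr with anti-CD3 beads plus compound, without co-stimulation. Secreted IL-2 measured by HTRF (europium cryptate/d2 anti-IL-2 pair, 320 nm excitation, 665 nm emission).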
Tb PFK inh = blocks T. brucei phosphofructokinase; 330,000 compounds, 0.17% hits; Potency, µM (series often up to 57.5 µM), inactives show top-dose activity, negative = inhibition, most hits filed as inhibitors; T. brucei PFK, ADP-Glo luminescence; AID 485367;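 also: potency is read from the fitted curve at half-maximal effect; 0% = uninhibited 1x PFK enzyme wells and -100% = no-enzyme wells; nearly all actives have a fitted effect of over 60% in size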
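1.25 nM PFK with 0.5 mM F6P and 0.1 mM ATP in 0.1 M TEA pH 8.0, 5 mM MgCl2, incubated 45 min at room temperature; ADP measured by ADP-Glo luminescence; compounds titrated up to 57 uM.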
Mito fusion yeast = blocks mitochondrial division or promotes mitochondrial fusion; S. cerevisiae fusion-defective mutant growth rescue, CellTiterGlo 48 h; Potency, µM (highest dose often 46.1 µM), for inactives: top-dose growth rescue (activation), most hits filed as activators; 320,000 compounds, 0.23% hits; AID 485298;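 also: potency is read from the fitted curve at half-maximal effect; % of control where 0% means no effect; nearly all actives have a fitted effect of over 45% in size; temperature-sensitive fusion mutants such as fzo1-1 at 37 °C on non-fermentable ethanol glycerol medium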
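Growth-rescue viability read-out: after 48 h at the non-permissive 37C in glycerol/ethanol YPEG, yeast mitochondrial fusion mutants are measured by CellTiterGlo luminescence; compounds (23 nl pinned per well) restoring growth score as division inhibitors or fusion activators.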
TSHR antagonist = antagonists of human thyroid stimulating hormone receptor; activity change, negative = inhibition, % at 11.5 µM; TSHR-expressing cells, TSH-stimulated cAMP HTRF, 2 h; hits give low values; AID 504810; P16473; 330,000 compounds, 0.2% hits;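 active = activity change below a set negative limit, meaning inhibition stronger than a set level, cut at about -70% in these data; inconclusive = activity change between two set negative limits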; also: % is scaled to controls: 0 for no effect and ±100 for the full control effect
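TSHR-expressing cells, 200/well, pre-treated with compound, then stimulated with EC80 TSH (4nM final) for 2 hours at 37 deg C. cAMP measured by competitive HTRF: anti-cAMP cryptate antibody in lysis buffer plus cAMP-d2, read after 30 minutes at room temperature.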
Eya2 phos inh = inhibitors of human Eya2 phosphatase activity; O00167; recombinant Eya2, OMFP fluorescence dephosphorylation (OMFP is methylfluorescein phosphate); Potency, µM (titrated, usually from 76.9 µM), without a hit: at the highest dose activity, negative = inhibition, hits mostly inhibitors; 330,000 compounds, 0.006% hits; AID 488837; also: potency is read from the fitted curve at half-maximal effect; % is scaled to controls: 0 for no effect and ±100 for the full control effect
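Eya2 (0.2 uM) preincubated 10 min at ambient with compound, then OMFP substrate added at 50 uM; 10 min reaction in 50 mM HEPES pH 7.5, 50 mM NaCl, 5 uM MgCl2, 0.05% BSA, 1 mM DTT. Fluorescence read at Ex 485/Em 525 nm.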
TSG101-PTAP inh = blocks PTAP/TSG101 interaction to inhibit HIV-1 budding; Potency, µM (titrated, usually from 115 µM), inactives show top-dose activity change, negative = inhibition, usual class: inhibitors; Fluorescence polarization, FITC-PTAP peptide / Tsg101 binding; 340,000 tested, under 10 active; active = well fitted inhibition curve with a large enough effect in the main read-out, with a control signal flat, not every such curve was filed as active; inconclusive = small, poorly fitted or top-dose-only effect, or effect the other way, or a change in a side signal; inactive = no such curve, though single readings can be large or run the other way; also: potency is read from the fitted curve at half-maximal effect; % of control where 0% means no effect
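Fluorescence anisotropy tracks displacement of a FITC-tagged PTAP peptide (50 nM) from the Tsg101 binding domain (10 uM), following a 20 min room-temperature incubation at pH 7.5.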
ELG1 DNA repair = ELG1-dependent DNA repair inhibition. 330,000 compounds, 2.3% hits. AID 504467. Potency, µM (top dose mostly 46.1 µM), without a hit: at the highest dose activity change, negative = inhibition, most hits filed as inhibitors. HEK293T ELG1-luciferase reporter, luminescence, 16 h; DNA damage induced by 5-fluorouridine; also: potency is read from the fitted curve at half-maximal effect; % is scaled to controls: 0 for no effect and ±100 for the full control effect; nearly all actives have a fitted effect of over 55% in size
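Quantitative HTS, concentration-response format. 2,000 cells/well co-treated with 5-fluorouridine and compound, 16 hr in 5% CO2 at 37 °C; ONE-Glo luminescence read after 30 min.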
The depositor's hits bear a star; ? = inconclusive; nt = not tested or not shown; [ ] = another dose, or the depositor's remark. Unless noted, calls follow the shape of the dose curve; as a rule, active = well fitted curve in the direction sought with a large enough effect; inconclusive = small, poorly fitted or top-dose-only effect, or another doubt; inactive = no such curve, though single readings can be large; an effect the other way counts as inactive or inconclusive.

The line under a structure holds: B2AR arrestin, BCR signal inh, USP2a block, uPA surface inh, TCR act, Tb PFK inh, Mito fusion yeast, TSHR antagonist, Eya2 phos inh, TSG101-PTAP inh, ELG1 DNA repair
Cc1nn(-c2ccc(F)cc2)c2sc(C(=O)O)cc12
 : -0.2%, 0%, 0%, -2%, -4%[46.1 µM], -2%, -3%, -11, -4%, -10%, 9%
CC1CC(=O)NN=C1c1ccc(NCCO)c([N+](=O)[O-])c1 (configuration not stated)
 : 0.0%, ?, 0%, 2%, nt, -6%, -3%, 19, -10%, nt, 16%
O=C(C1=C[C@H](c2ccc(Br)cc2)C[C@H](OCc2ccc(CO)cc2)O1)N1CCN(Cc2ccc3c(c2)OCO3)CC1
 : 0.2%, ?, -2%, ?, -3%, 8%, 15%, 4, -2%, nt, 9.2µM*
CN1C(=O)C(N=Nc2ccccc2C(=O)O)N(C)C1=S (configuration not stated)
 : 0.0%, -1%, 0%, -3%, -2%, 5%, 3%, -6, -5%, 15%, ?
CCN(CC)C(=O)c1c([N+](=O)[O-])c(C(C)(C)C)nn1C
 : -0.3%, 0%, -1%, 11%, 1%[46.1 µM], 1%, 5%, -5, -7%, -1%, -10%
CC1CCC(NC(=O)Cn2cc3c(n2)CCCC3)CC1 (configuration not stated)
 : -0.9%, ?, 4%, 6%, 1%, 2%, 0%, -5, -21%, -3%, ?
O=C(NN1CCOCC1)c1cn(-c2ccccc2)nc1-c1cccs1
 : 0.1%, 1%, 3%, 0%, 1%, -11%, -5%, -2, -25%, -4%, ?
Cc1ccc(/C=N/n2cnc3sc(-c4ccccc4)cc3c2=O)o1
 : -0.2%, 3%, 3%, -3%, -6%, 1%, 0%, -6, 16%, -6%, ?
COc1cccc(C2CC(=O)C3=C(C2)Nc2ccccc2N(C(=O)CCC(=O)O)C3c2ccc(F)cc2)c1 (configuration not stated)
 : -0.3%, 0%, 8%, -1%, -12%, 1%, 3%, -7, 8%, -4%, -3%
O=C(CN1C(=O)NC2(CCCC2)C1=O)OCCOc1ccc(Cl)cc1
 : -0.1%, -6%, 0%, -1%, nt, -1%, 4%, -20, 1%, -2%, ?
O=C(NCCSc1ncc(-c2ccccc2)[nH]1)c1ccco1
 : -1.3%, 1%, 2%, 0%, 5%, -5%, -1%, 5, 6%, -3%, ?
CCCC(OC(=O)CN1C(=O)COc2ccccc21)C(=O)NC1CCCC1 (configuration not stated)
 : -0.9%, -15%, -1%, 0%, 2%[46.1 µM], 6%, 0%, -9, -15%, nt, -4%
CCNC(=S)N1CCC(c2nc3ccccc3s2)CC1
 : -4.0%, ?, 0%, -3%, 4%, 0%, -6%, -9, 0%, -5%, -1%
CSc1nc2c(c(=O)[nH]c(=O)n2C)n1Cc1ccccc1Cl
 : 0.1%, 6%, 2%, 9%, 5%, -2%, 4%, 4, -2%, -3%, ?
Cc1ccc(NC(=O)CCCn2c(=O)oc3ccccc32)c(O)c1
 : 0.2%, -13%, 0%, -2%, -5%, 0%, 2%, -3, 1%, 0%, 8%
O=C(Cc1ccccc1)N/N=C/c1ccc2c(c1)OCO2
 : 0.1%, -1%, 3%, 3%, -6%, 0%, 10%, -7, 2%, 1%, ?
CCC1(c2ccc(Cl)cc2)NC(=S)N(c2ccc(C)c(C)c2)N1 (configuration not stated)
 : -0.5%, ?, 4%, 7%, 8%, 4%, 9%, -7, -1%, -6%, 12%
Cc1oc(-c2ccccc2F)nc1CS(=O)CC(=O)NCc1ccccn1 (configuration not stated)
 : -0.4%, 4%, 0%, -5%, -8%, -9%, -7%, 2, -10%, -2%, 17%
CCCC(=O)Nc1ccc(NC(=O)C2CC2)cn1
 : 0.2%, ?, 0%, -2%, -1%, 3%, -2%, 9, 3%, -3%, ?
CC(C)c1c(O)c2c(n(-c3ccccc3)c1=O)CCCC2
 : -0.9%, ?, -1%, -1%, -14%[46.1 µM], 1%, 26%, 0, -2%, -2%, -1%
CCOC(=O)CNC(=O)CSc1nnc(Cn2c(=O)sc3ccccc32)n1C
 : -0.6%, -5%, 1%, 3%, 8%[46.1 µM], 0%, -2%, 4, -18%, 0%, 20%
Nc1nn2c(-c3ccccc3)cc(=O)[nH]c2c1N=Nc1ccc(Br)cc1
 : -0.1%, 4%, 1%, -1%, 0%, -1%, -1%, -9, 3%, -3%, 5%
COc1ccc(NS(=O)(=O)c2cc(NC(=O)Cc3c(F)cccc3Cl)ccc2OC)cc1
 : 0.0%, 1%, -9%, -10%, 3%, 7%, 2%, -6, -6%, 2%, -14%
O=C(CC1C(=O)NCCN1Cc1ccc(-c2ccccc2)cc1)NCCc1ccccn1 (configuration not stated)
 : -0.7%, -3%, 1%, -4%, nt, -1%, 6%, 12, 1%, -3%, -2%
N#CC1=C(N)SC(N)=C(C#N)C1Cc1ccccc1
 : 0.0%, ?, 4%, -14%, -3%, -6%, 4%, -14, 19%[15.4 µM], ?, ?
O=C(c1ccccc1NS(=O)(=O)c1ccccc1[N+](=O)[O-])N1CCOCC1
 : -1.3%, ?, 4%, -7%, 5%[46.1 µM], 0%, -2%, 34, 1%, -3%, 15%
CCOc1ccc(CCNC(=O)c2sc3nc4n(c(=O)c3c2C)CCC4)cc1OCC
 : 0.3%, -2%, 0%, -5%, -4%, -1%, 0%, 8, 6%, -3%, 6.5µM*
CCc1ccc(NC(=O)CC2C(=O)N(c3cccc(C)c3)C(=O)N2C2CC2)cc1 (configuration not stated)
 : 0.0%, -15%, -2%, 0%, -1%, 6%, ?, 24, -3%, 1%, -19%
COc1ccc(CN(C)C(=O)CNC(=O)c2cccs2)c(OC)c1
 : 0.0%, -4%, 1%, 1%, 4%, 1%, 0%, 14, 9%, -3%, -2%
CCCCCCSc1nnc(-c2cnn(-c3ccccc3)c2-n2cccc2)n1C
 : 0.3%, -24%, 1%, 7%, -3%, 0%, ?, -7, -11%, 0%, -15%
O=P(c1ccccc1)(c1ccccc1)c1cc(Br)cc(Br)c1OCCO
 : -0.8%, 3%, 0%, 4%, -3%, -1%, 8%, -1, -2%, -5%, 0%
CC(C)(C)C1CCC(OC(=O)c2cncc(Br)c2)CC1 (configuration not stated)
 : -0.1%, 3%, 11%, 4%, 8%, 2%, -9%, 15, 4%, -2%, 1%
COc1ccc2cc(CN(CC3CCCO3)S(=O)(=O)c3ccccc3)c(=O)[nH]c2c1 (configuration not stated)
 : -0.6%, ?, -1%, 10%, 13%, 0%, 4%, 2, 3%, -8%, 7%
CCN(CC)CCCNC(=O)c1cc2nc3c(c(C(F)(F)F)n2n1)CCc1ccccc1-3
 : 0.0%, 6%, 3%, 0%, -3%, -3%, 3%, 0, -2%, -2%, ?
CC1CCCCC1NC(=O)c1ccc(S(=O)(=O)N2CCCC2)cc1 (configuration not stated)
 : -0.2%, -14%, 0%, 7%, 0%, -1%, 3%, 10, 7%, -5%, -14%
CCNC(=O)Nc1ccc(OC)cc1OC
 : 0.4%, 1%, 2%, 27%, -21%, -3%, -2%, -8, 6%, -7%, 5%

Complete entries, looked up by structure. Order of screens: B2AR arrestin | BCR signal inh | USP2a block | uPA surface inh | TCR act | Tb PFK inh | Mito fusion yeast | TSHR antagonist | Eya2 phos inh | TSG101-PTAP inh | ELG1 DNA repair
CCOC(=O)CNC(=O)CSc1nnc(Cn2c(=O)sc3ccccc32)n1C as listed: -0.6% | -5% | 1% | 3% | 8%[46.1 µM] | 0% | -2% | 4 | -18% | 0% | 20%
Nc1nn2c(-c3ccccc3)cc(=O)[nH]c2c1N=Nc1ccc(Br)cc1 as listed: -0.1% | 4% | 1% | -1% | 0% | -1% | -1% | -9 | 3% | -3% | 5%
O=C(c1ccccc1NS(=O)(=O)c1ccccc1[N+](=O)[O-])N1CCOCC1 as listed: -1.3% | ? | 4% | -7% | 5%[46.1 µM] | 0% | -2% | 34 | 1% | -3% | 15%
CCNC(=O)Nc1ccc(OC)cc1OC as listed: 0.4% | 1% | 2% | 27% | -21% | -3% | -2% | -8 | 6% | -7% | 5%
